FBW7 act: FBW7 E3 ligase activators, primary screen, biochemical, AlphaScreen, human | AlphaScreen FBW7–phospho-cyclin E peptide binding, activator screen | F-box/WD repeat-containing protein 7 (Homo sapiens), Q969H0 | normalized activity (activation), % at 26.1 µM | AID 1259310, 2017 | hit rate 0.13% among 650,000; in the data active = normalized activity above about 1.9%;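 also: purified mutant Fbw7 with reduced substrate affinity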
Target sequence (Q969H0 whole entry, looked up): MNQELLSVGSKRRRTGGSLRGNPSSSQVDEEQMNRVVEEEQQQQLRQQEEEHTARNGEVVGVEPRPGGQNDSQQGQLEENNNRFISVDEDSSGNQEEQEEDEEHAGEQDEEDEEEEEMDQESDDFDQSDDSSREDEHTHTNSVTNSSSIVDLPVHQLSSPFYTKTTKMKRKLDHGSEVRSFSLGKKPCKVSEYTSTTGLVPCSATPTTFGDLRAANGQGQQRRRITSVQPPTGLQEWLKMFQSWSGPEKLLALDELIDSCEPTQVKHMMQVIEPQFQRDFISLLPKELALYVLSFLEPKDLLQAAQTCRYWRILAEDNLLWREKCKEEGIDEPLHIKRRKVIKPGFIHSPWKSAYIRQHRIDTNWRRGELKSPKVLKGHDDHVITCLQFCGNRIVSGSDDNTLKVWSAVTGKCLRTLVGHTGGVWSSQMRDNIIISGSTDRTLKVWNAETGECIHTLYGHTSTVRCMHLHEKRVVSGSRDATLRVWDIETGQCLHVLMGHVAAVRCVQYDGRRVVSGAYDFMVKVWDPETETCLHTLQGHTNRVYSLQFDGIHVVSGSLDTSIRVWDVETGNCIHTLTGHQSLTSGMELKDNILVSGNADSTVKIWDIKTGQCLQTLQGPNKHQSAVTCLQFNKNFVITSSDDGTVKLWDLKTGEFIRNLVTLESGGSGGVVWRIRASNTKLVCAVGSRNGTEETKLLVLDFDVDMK
TEAD-YAP inh: TEAD-YAP interaction inhibition, primary screen, TEAD-YAP interaction inhibitor project, luminescence, HEK-TIYL cells. TEAD-Gal4/YAP UAS-luciferase luminescence. inhibition, % at 9.12 µM. hit rate 1.4% among 640,000. AID 1259422, 2018; in the data active = inhibition above about 32%;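 also: 0% = median of test compound wells and 100% = reference inhibitor wells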
MITF inh: MITF inhibitors, primary screen, biochemical, AlphaScreen, human. AlphaScreen MITF homodimerization, bead proximity signal. inhibition, % at 2.6 µM. hit rate 0.91% among 650,000. AID 1259374, 2018; in the data active = inhibition above about 50%;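 also: 0% = vehicle wells with protein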
GPR151 ag: activators of human GPR151, primary screen, cell-based, PathHunter beta-arrestin, luminescence | hit rate 1% among 650,000 | G-protein coupled receptor 151 (Homo sapiens), Q8TDV0 | activation, % at 11.2 µM | PathHunter beta-arrestin GPR151 cells; in the data active = activation above about 4.9%;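 also: 0% = median of compound wells and 100% = cells with positive control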
Target sequence (Q8TDV0 whole entry, looked up): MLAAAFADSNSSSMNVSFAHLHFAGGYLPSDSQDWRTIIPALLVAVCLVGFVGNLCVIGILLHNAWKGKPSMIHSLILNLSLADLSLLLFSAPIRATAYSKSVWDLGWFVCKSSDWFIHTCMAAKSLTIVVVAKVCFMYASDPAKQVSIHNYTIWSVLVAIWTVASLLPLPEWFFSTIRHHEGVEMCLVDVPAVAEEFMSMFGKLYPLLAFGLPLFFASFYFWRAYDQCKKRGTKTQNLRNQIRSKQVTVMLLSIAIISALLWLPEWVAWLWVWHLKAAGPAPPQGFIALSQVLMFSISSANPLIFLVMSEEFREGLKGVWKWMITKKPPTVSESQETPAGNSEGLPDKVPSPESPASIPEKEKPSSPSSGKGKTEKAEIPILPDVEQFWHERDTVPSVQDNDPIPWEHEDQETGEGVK
An asterisk follows results filed as active. An unsorted share of the library (roughly 3.4% active in at least one column).

How did O=S1(=O)CCN(C2CCN(Cc3ccccc3)CC2)CC1 do in these assays?
FBW7 act: -0.2; TEAD-YAP inh: 15; MITF inh: 8; GPR151 ag: -1.5

How did COc1ccc(S(=O)(=O)Nc2ccc(Br)cc2)cc1 do in these assays?
FBW7 act: -0.1; TEAD-YAP inh: 0; MITF inh: 5; GPR151 ag: -1.0

How did CC1CCCC(C)N1S(=O)(=O)c1ccccc1 (configuration not stated) do in these assays?
FBW7 act: 0.0; TEAD-YAP inh: 4; MITF inh: 4; GPR151 ag: -0.9

Results for CCOC(=O)c1ccc(NC(=O)C(=O)NC(C)CCc2ccccc2)cc1 (configuration not stated) ?
FBW7 act: 0.2; TEAD-YAP inh: 8; MITF inh: -3; GPR151 ag: 1.6

How did COc1ccc2[nH]c(=O)c(C(c3nnnn3C(C)(C)C)N3CCCCCC3)cc2c1 (configuration not stated) do in these assays?
FBW7 act: 0.2; TEAD-YAP inh: -1; MITF inh: 20; GPR151 ag: -1.3

What do the screens show for `Cc1ccc(Oc2ccc(NC(=O)Cc3ccc(F)cc3)cc2)nn1`?
FBW7 act: -0.2; TEAD-YAP inh: -8; MITF inh: -2; GPR151 ag: -0.4

How did O=c1c2cc3c(cc2nc(SCc2cc(=O)n4cc(Br)ccc4n2)n1Cc1ccco1)OCO3 do in these assays?
FBW7 act: -0.1; TEAD-YAP inh: -4; MITF inh: -4; GPR151 ag: -0.9

How did CN=C1S/C(=C\c2ccsc2)C(=O)N1C do in these assays?
FBW7 act: 0.0; TEAD-YAP inh: -13; MITF inh: -9; GPR151 ag: 0.7

What do the screens show for `CCOC(=O)/C(C#N)=N/Nc1c(C)n(C)n(-c2ccccc2)c1=O`?
FBW7 act: 0.1; TEAD-YAP inh: -4; MITF inh: 39; GPR151 ag: -1.9

How did N#C/C(=C\Nc1ccc(S(N)(=O)=O)cc1)c1nc(-c2ccccc2)cs1 do in these assays?
FBW7 act: -0.2; TEAD-YAP inh: 2; MITF inh: -11; GPR151 ag: 0.5

How did CC1CC(C)CN(C(=O)c2cccc([N+](=O)[O-])c2)C1 (configuration not stated) do in these assays?
FBW7 act: 0.7; TEAD-YAP inh: -2; MITF inh: 16; GPR151 ag: -0.7

Results for Cn1c(=O)c2c(SCC(N)=O)nc(C3CCCC3)nc2n(C)c1=O ?
FBW7 act: 0.1; TEAD-YAP inh: 4; MITF inh: -5; GPR151 ag: 1.6

How did COc1ccc(N=c2oc3ccccc3cc2C(=O)Nc2ccccc2F)cc1 do in these assays?
FBW7 act: 0.0; TEAD-YAP inh: -57; MITF inh: 4; GPR151 ag: 0.6

What do the screens show for `O=C(COc1ccc(Cl)cc1Cl)NNC(=O)c1ccc([N+](=O)[O-])cc1`?
FBW7 act: -0.2; TEAD-YAP inh: -1; MITF inh: 5; GPR151 ag: -0.8

How did CSc1ccccc1C(=O)Nc1nc(C(C)(C)C)cs1 do in these assays?
FBW7 act: -0.2; TEAD-YAP inh: -20; MITF inh: 10; GPR151 ag: -0.9

What do the screens show for `CCn1nc(C)c(NC(=O)c2cc3nc(-c4ccco4)cc(C(F)(F)F)n3n2)c1C`?
FBW7 act: -0.2; TEAD-YAP inh: 12; MITF inh: 0; GPR151 ag: -0.3

How did O=C(NC1CCN(Cc2ccccc2)CC1)c1cccc(NC2CCN(Cc3ccccc3)CC2)n1 do in these assays?
FBW7 act: -0.1; TEAD-YAP inh: 7; MITF inh: 8; GPR151 ag: 1.6

What do the screens show for `CCCCn1c(=O)c2ccccc2n2c(=S)[nH]nc12`?
FBW7 act: 0.5; TEAD-YAP inh: -1; MITF inh: 17; GPR151 ag: -1.0

How did CCOC(=O)c1sc(=S)n(-c2ccc(F)cc2F)c1N do in these assays?
FBW7 act: 0.1; TEAD-YAP inh: 7; MITF inh: 9; GPR151 ag: -1.2

How did CCNC(=O)N1CCN(CCCC(c2ccc(F)cc2)c2ccc(F)cc2)CC1 do in these assays?
FBW7 act: 0.0; TEAD-YAP inh: 7; MITF inh: 15; GPR151 ag: 1.1

Results for O=c1c2ccc(Cl)cc2nc2n1CCC2 ?
FBW7 act: -0.1; TEAD-YAP inh: 10; MITF inh: 6; GPR151 ag: 0.9

What do the screens show for `N/C(=N\OC(=O)c1ccncc1)c1cccc([N+](=O)[O-])c1`?
FBW7 act: 0.1; TEAD-YAP inh: -10; MITF inh: 16; GPR151 ag: 2.1

Results for O=C(/C=C/c1ccccc1)Nc1cc(C(=O)N2CCN(c3ccc(F)cc3)CC2)ccc1N1CC2CC(C1)c1cccc(=O)n1C2 (configuration not stated) ?
FBW7 act: -0.1; TEAD-YAP inh: -4; MITF inh: -12; GPR151 ag: -1.3

What do the screens show for `CC(=O)Nc1ccc(S(=O)(=O)N(C)S(=O)(=O)c2ccc(F)cc2)cc1`?
FBW7 act: -0.1; TEAD-YAP inh: 4; MITF inh: -19; GPR151 ag: 1.5

What do the screens show for `Cn1nccc1Nc1ccc(N2CCC(C(=O)NC3CCN(Cc4ccccc4)CC3)CC2)nn1`?
FBW7 act: 0.2; TEAD-YAP inh: 4; MITF inh: 5; GPR151 ag: 0.1

How did CC(=O)c1c(C)[nH]c(C(=O)Nc2nc(C)cs2)c1C do in these assays?
FBW7 act: -0.1; TEAD-YAP inh: 54*; MITF inh: -1; GPR151 ag: -2.0

What do the screens show for `Cc1nnc(NC(=O)CSc2nnc(-c3ccc(Cl)cc3)n2C)s1`?
FBW7 act: -0.1; TEAD-YAP inh: -10; MITF inh: -1; GPR151 ag: 1.0

How did COc1cc(/C=N/NC(=O)c2ccc(OCc3ccccc3)cc2)c(O)c([N+](=O)[O-])c1 do in these assays?
FBW7 act: 0.7; TEAD-YAP inh: 12; MITF inh: 6; GPR151 ag: -0.8

What do the screens show for `Cc1nc2ccccc2c(=O)n1-c1ccc(F)c(NS(=O)(=O)c2ccc(F)cc2F)c1`?
FBW7 act: 0.1; TEAD-YAP inh: 4; MITF inh: -15; GPR151 ag: -0.4

How did N#C/C(=C\c1cc([N+](=O)[O-])ccc1N1CCOCC1)C(=O)NCc1ccccc1 do in these assays?
FBW7 act: 0.6; TEAD-YAP inh: -1; MITF inh: 16; GPR151 ag: 0.3

What do the screens show for `Cc1ccc(NC(=O)CC(C)S(=O)(=O)c2ccc3c(c2)SCC(=O)N3)c(C)c1` (configuration not stated)?
FBW7 act: 0.0; TEAD-YAP inh: 1; MITF inh: -1; GPR151 ag: -1.4

How did CN(C)CCNC(=O)Cc1ccc([N+](=O)[O-])cc1 do in these assays?
FBW7 act: -0.2; TEAD-YAP inh: -3; MITF inh: -4; GPR151 ag: 0.5

How did CC1(C)NC(=O)N(Cc2ccccc2)C1=O do in these assays?
FBW7 act: -0.1; TEAD-YAP inh: 5; MITF inh: -9; GPR151 ag: -0.7

How did COc1ccccc1OCCNc1cc(N2CCCC2)ccc1[N+](=O)[O-] do in these assays?
FBW7 act: 0.4; TEAD-YAP inh: 13; MITF inh: 12; GPR151 ag: 1.3

Results for C=CCNC(=S)NNC(=O)C(C)Oc1cccc(OC)c1 (configuration not stated) ?
FBW7 act: -0.3; TEAD-YAP inh: -4; MITF inh: 9; GPR151 ag: -0.6

How did Cc1cc(C(=O)N/N=C2\CCCc3ccccc32)n[nH]1 do in these assays?
FBW7 act: 0.0; TEAD-YAP inh: -36; MITF inh: 1; GPR151 ag: 0.6

Looked up by compound from above, 3 records:
How did N#C/C(=C\c1cc([N+](=O)[O-])ccc1N1CCOCC1)C(=O)NCc1ccccc1 do in these assays?
FBW7 act: 0.6; TEAD-YAP inh: -1; MITF inh: 16; GPR151 ag: 0.3

What do the screens show for `Cc1ccc(NC(=O)CC(C)S(=O)(=O)c2ccc3c(c2)SCC(=O)N3)c(C)c1` (configuration not stated)?
FBW7 act: 0.0; TEAD-YAP inh: 1; MITF inh: -1; GPR151 ag: -1.4

What do the screens show for `Cn1nccc1Nc1ccc(N2CCC(C(=O)NC3CCN(Cc4ccccc4)CC3)CC2)nn1`?
FBW7 act: 0.2; TEAD-YAP inh: 4; MITF inh: 5; GPR151 ag: 0.1

The main list resumes, starting 2 compounds before the break.
Results for C=CCNC(=S)NNC(=O)C(C)Oc1cccc(OC)c1 (configuration not stated) ?
FBW7 act: -0.3; TEAD-YAP inh: -4; MITF inh: 9; GPR151 ag: -0.6

How did Cc1cc(C(=O)N/N=C2\CCCc3ccccc32)n[nH]1 do in these assays?
FBW7 act: 0.0; TEAD-YAP inh: -36; MITF inh: 1; GPR151 ag: 0.6

How did Cc1ccc(OCc2nnc(NC(=O)c3ccco3)s2)c(C)c1 do in these assays?
FBW7 act: 0.2; TEAD-YAP inh: -2; MITF inh: -14; GPR151 ag: 0.5

How did CC(C)C[C@H]1NC(=O)[C@@H]2C[C@H](NCc3cc(F)ccc3F)CN2C1=O do in these assays?
FBW7 act: 0.0; TEAD-YAP inh: -6; MITF inh: 0; GPR151 ag: -0.8

Results for O=C(Cn1cncn1)c1ccc2c(c1)CCO2 ?
FBW7 act: 0.2; TEAD-YAP inh: 4; MITF inh: 11; GPR151 ag: 2.0

Results for CCCCCn1c(SCc2cccc([N+](=O)[O-])c2)nc2cc(C(=O)Nc3cccc(Cl)c3)ccc2c1=O ?
FBW7 act: 1.5; TEAD-YAP inh: -17; MITF inh: 12; GPR151 ag: 1.2

How did Cc1cc(C)c(C(=O)COC(=O)c2ccc(S(=O)(=O)NCCC#N)cc2)cc1C do in these assays?
FBW7 act: 0.2; TEAD-YAP inh: 1; MITF inh: -4; GPR151 ag: -0.6

Results for C/C=C(/C)C(=O)O[C@H]1CC(C)=CC(=O)[C@@]2(C)CC[C@@](O)(C(C)C)[C@H]12 ?
FBW7 act: -0.1; TEAD-YAP inh: 6; MITF inh: 13; GPR151 ag: 0.2

What do the screens show for `COc1ccc(/C=N/c2nc3ccc(C)cc3s2)cc1`?
FBW7 act: 0.1; TEAD-YAP inh: 13; MITF inh: 20; GPR151 ag: -0.9

Results for Cc1occc1C(=O)Nc1ccc(Cl)cc1 ?
FBW7 act: -0.3; TEAD-YAP inh: -75; MITF inh: 8; GPR151 ag: -4.6

Results for O=C(/C=C/N1CCN(C/C=C/c2ccccc2)CC1)C(F)(F)F ?
FBW7 act: -0.1; TEAD-YAP inh: 10; MITF inh: 10; GPR151 ag: -0.5

What do the screens show for `Oc1ccc(C(=S)N2CCCCC2)cc1`?
FBW7 act: 0.1; TEAD-YAP inh: 1; MITF inh: 16; GPR151 ag: -1.0

How did COc1ccc(NC(=O)CCNC(=O)Cn2cnc3ccccc3c2=O)c(OC)c1 do in these assays?
FBW7 act: 0.0; TEAD-YAP inh: 0; MITF inh: 25; GPR151 ag: -0.6

What do the screens show for `N=C1/C(=C/c2ccco2)C(=O)N=C2SC(Cc3ccccc3)=NN12`?
FBW7 act: -0.1; TEAD-YAP inh: 7; MITF inh: 17; GPR151 ag: -0.1

How did O=C1N[C@@H](Cc2c[nH]c3ccccc23)C(=O)N2CCN(C(=O)c3ccc(-c4ccccc4)cc3)C[C@H]12 do in these assays?
FBW7 act: 0.0; TEAD-YAP inh: -2; MITF inh: 15; GPR151 ag: 0.5

Results for O=C(NCc1cn2ccccc2n1)Nc1cccc(Cl)c1 ?
FBW7 act: 0.1; TEAD-YAP inh: -15; MITF inh: 10; GPR151 ag: -0.6

How did CC1CCC2(OC1)OC1CC3C4CCC5C[C@@H](O)CCC5(C)C4=CCC3(C)C1[C@@H]2C (some centres not stated) do in these assays?
FBW7 act: -0.1; TEAD-YAP inh: 1; MITF inh: -6; GPR151 ag: 3.3

What do the screens show for `O=C(CSc1nc2ccsc2c(=O)n1Cc1ccco1)c1ccccc1`?
FBW7 act: 0.0; TEAD-YAP inh: -5; MITF inh: 4; GPR151 ag: -0.6

How did COc1ccc(NC(=O)CSc2nc3ccccc3c(=O)n2Cc2ccco2)c(OC)c1 do in these assays?
FBW7 act: 0.2; TEAD-YAP inh: -4; MITF inh: 2; GPR151 ag: 0.4

How did NC(=O)c1oc2ccccc2c1NC(=O)c1ccc([N+](=O)[O-])cc1 do in these assays?
FBW7 act: 0.0; TEAD-YAP inh: -5; MITF inh: -5; GPR151 ag: 0.3

What do the screens show for `O=C(CCn1c(SCc2ccc(Cl)cc2)nc2ccccc2c1=O)N1CCN(c2ccccc2)CC1`?
FBW7 act: -0.1; TEAD-YAP inh: -2; MITF inh: -4; GPR151 ag: -0.1

How did Cc1ccc2c(c1)C(C)(C)/C(=C\C=O)N2C do in these assays?
FBW7 act: -0.1; TEAD-YAP inh: -14; MITF inh: -4; GPR151 ag: -0.4

How did CCOc1ccc2nc(NC(=O)c3cccc4c(Br)cccc34)sc2c1 do in these assays?
FBW7 act: -0.1; TEAD-YAP inh: 4; MITF inh: 7; GPR151 ag: 0.1

What do the screens show for `NC(=O)CSc1nnc(-c2cc3ccccc3o2)n1Cc1ccccc1`?
FBW7 act: 0.1; TEAD-YAP inh: 5; MITF inh: 13; GPR151 ag: 0.6

What do the screens show for `CCNS(=O)(=O)c1cc(N(C)S(=O)(=O)c2ccc(Cl)cc2)c(C)cc1C`?
FBW7 act: 0.0; TEAD-YAP inh: -1; MITF inh: -13; GPR151 ag: -0.7

Results for CCOc1ccc(/C=N/NC(=O)c2cc(C(C)(C)C)[nH]n2)c(O)c1 ?
FBW7 act: -0.2; TEAD-YAP inh: 60*; MITF inh: -5; GPR151 ag: -0.7

How did O=c1oc2c(CN3CCCCCC3)c(O)ccc2c2ccccc12 do in these assays?
FBW7 act: 0.0; TEAD-YAP inh: -5; MITF inh: 5; GPR151 ag: 0.9

Source: PubChem (The Scripps Research Institute Molecular Screening Center)
